HEK293 tox – cytotoxicity in counter-screen for GLP-1R inverse agonists; HEK293 cAMP-luciferase reporter cells, luminescence, 24 h; actives 0.13% (n = 410,000); AID 624418; Potency, µM (top dose mostly 38.3 µM), inactives show at the highest dose activity change, negative = inhibition, actives largely listed as inhibitors;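 note: loss of luciferase light is scored as toxicity; potency is the fitted concentration of half-maximal effect; % is set by controls: 0 for no effect and ±100 for the full control effect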
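A 23 nL compound transfer followed 12 hours of cell culture at 37 deg C; exposure then lasted 24 hr. Luciferase assay detection reagent was dispensed and plates read for luminescence after a 12 min room-temperature wait.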
Mm-Cpn inhibitor – blocks the Methanococcus maripaludis chaperonin Mm-Cpn. purified Mm-Cpn ATPase, ADP Transcreener TR-FRET. Potency, µM (highest dose often 76.9 µM), for inactives: top-dose activity, negative = inhibition, hits mostly inhibitors. actives 0.031% (n = 330,000); note: potency is the fitted concentration of half-maximal effect; % is set by controls: 0 for no effect and ±100 for the full control effect; nearly all actives have a fitted effect of over 80% in size
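Reaction buffer contained 30 mM Tris pH 7.4, 100 mM KCl, 5 mM MgCl2 and 1 mM DTT. Mm-CPN (25 nM final) hydrolysed 10 uM ATP over 30 min at 37°C; ADP was read by HTRF.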
FUS yeast rescue – suppressors of FUS proteinopathy in yeast. S. cerevisiae FUS-expressing, growth rescue, OD600, 24 h. Potency, µM (top dose mostly 76.6 µM), for inactives: at the highest dose growth rescue (activation), hits mostly activators. actives 0.24% (n = 390,000). AID 1347120;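 note: potency is the fitted concentration of half-maximal effect; plate controls were DMSO vehicle for no effect and reference control for full effect; nearly all actives have a fitted effect of over 55% in size; some results filed as inactive show a strong effect at the top dose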
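Yeast FUS proteinopathy model; galactose-induced FUS (2%), starting OD 0.005. Cpds in dilution series, 24hr, 30C, 99% humidity. Abs 600 nm growth. Pos ctrl CP55940 (top 92uM final); neg ctrl DMSO.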
Abeta yeast res – restores growth of yeast expressing A-beta42 peptide | yeast expressing A-beta42, growth rescue, OD600, 48 h; response scale: 0% DMSO, 100% iron-clioquinol control | AID 1347071 | Potency, µM (titrated, usually from 46.1 µM), for inactives: at the top dose growth rescue, most hits filed as activators | actives 0.063% (n = 410,000); note: potency is the fitted concentration of half-maximal effect; nearly all actives have a fitted effect of over 55% in size
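Growth rescue measured by 600 nm absorbance after 48 h yeast culture at 30 C with compound. Values normalized between DMSO and an equimolar ferric chloride plus clioquinol control.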
TDP43 rescue – inhibitors of TDP-43 toxicity in yeast; TDP-43 expressing yeast growth rescue, BacTiter-Glo, 24 h; actives 1.8% (n = 410,000); AID 652104; Potency, µM (titrated, usually from 46.1 µM), for the others: at the top dose growth rescue (activation), hits mostly activators; note: potency is the fitted concentration of half-maximal effect; % of control where 0% means no effect; nearly all actives have a fitted effect of over 50% in size
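Growth rescue of TDP-43-toxic yeast measured as ATP luminescence (BacTiter-Glo). Cells grown to mid-log in raffinose, induced in galactose at OD600=0.02, exposed to compound 24 hr at 30 deg C.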
PTHR1 agonist – activates the human parathyroid hormone receptor PTHR1. AID 743266. Q03431. Potency, µM (doses to about 115 µM), inactives show top-dose activation, actives largely listed as activators. HEK293 GP2 PTHR1 cells, GloSensor cAMP luminescence, 1 h. actives 0.075% (n = 410,000); note: potency is the fitted concentration of half-maximal effect; nearly all actives have a fitted effect of over 55% in size; some results filed as inactive show a strong effect at the top dose; inactives centre near -15; many of its hits are not listed in these tables
Target sequence (Q03431 whole entry, looked up): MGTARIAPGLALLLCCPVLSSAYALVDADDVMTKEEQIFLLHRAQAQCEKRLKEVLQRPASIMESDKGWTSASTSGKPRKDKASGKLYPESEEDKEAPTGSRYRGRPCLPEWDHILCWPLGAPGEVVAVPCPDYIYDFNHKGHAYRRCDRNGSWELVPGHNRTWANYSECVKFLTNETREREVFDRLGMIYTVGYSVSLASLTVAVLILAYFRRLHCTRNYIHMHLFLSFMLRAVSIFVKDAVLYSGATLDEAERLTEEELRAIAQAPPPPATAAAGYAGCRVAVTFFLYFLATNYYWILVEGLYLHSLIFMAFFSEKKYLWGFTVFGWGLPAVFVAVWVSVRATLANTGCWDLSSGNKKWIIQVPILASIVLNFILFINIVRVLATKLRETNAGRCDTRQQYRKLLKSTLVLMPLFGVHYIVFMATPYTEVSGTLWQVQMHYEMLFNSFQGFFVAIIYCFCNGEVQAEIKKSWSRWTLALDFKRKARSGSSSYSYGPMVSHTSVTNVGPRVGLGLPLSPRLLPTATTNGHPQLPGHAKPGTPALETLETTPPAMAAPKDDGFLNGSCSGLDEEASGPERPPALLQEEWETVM
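HEK-293-derived GP2 cells expressing PTHR1 and a GloSensor cAMP reporter, 3,000/well, plated overnight, given luciferin plus IBMX (each 0.5 mM as added) for 1 h at 37 °C, then compound for 1 h at 37 °C. Luminescence was read after 15 min at room temperature.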
pAkt inh – inhibitors of Akt phosphorylation; activity change, % for hits at 50 µM; AID 651550; actives 0.32% (n = 360,000); Neuro2A IGF-stimulated pAkt S473 HTRF, 20 min; stronger effect = lower value; in the data active = activity change below about -80%; inconclusive = mostly about -51% to -80%; note: % is set by controls: 0 for no effect and ±100 for the full control effect
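Single-point screen (50 µM final compound) in Neuro2A cells stimulated 20 min with 6 nM IGF at 37 deg C. After lysis, Ser473-phosphorylated Akt read by HTRF (ex 330 nm, em 615/665 nm) as the 665/615 ratio.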
GLP1R inv ag – inverse agonists of human GLP-1 receptor; P43220; Potency, µM (titrated, usually from 38.3 µM), without a hit: at the highest dose activity change, negative = inhibition, hits mostly inhibitors; actives 1.6% (n = 410,000); HEK293 GLP-1R CRE-luciferase, luminescence, 24 h; GLP-1R form is constitutively active; AID 624417; note: potency is the fitted concentration of half-maximal effect; % is set by controls: 0 for no effect and ±100 for the full control effect; nearly all actives have a fitted effect of over 55% in size
Target sequence (P43220 whole entry, looked up): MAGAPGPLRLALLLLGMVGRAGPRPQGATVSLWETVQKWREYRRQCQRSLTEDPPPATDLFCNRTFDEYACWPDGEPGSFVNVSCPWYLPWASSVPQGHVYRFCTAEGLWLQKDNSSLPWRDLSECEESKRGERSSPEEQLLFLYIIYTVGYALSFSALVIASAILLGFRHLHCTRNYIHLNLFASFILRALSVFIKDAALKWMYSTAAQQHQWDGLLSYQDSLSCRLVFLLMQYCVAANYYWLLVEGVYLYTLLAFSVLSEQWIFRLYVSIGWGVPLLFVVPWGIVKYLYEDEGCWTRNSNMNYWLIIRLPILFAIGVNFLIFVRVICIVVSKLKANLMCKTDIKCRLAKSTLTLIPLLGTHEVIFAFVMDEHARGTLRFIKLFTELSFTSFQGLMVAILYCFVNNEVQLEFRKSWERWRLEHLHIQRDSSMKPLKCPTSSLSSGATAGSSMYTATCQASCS
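Stable HEK293 clone (constitutively active GLP-1R + cAMP-response luciferase); 200 cells/uL plated, 12 h pre-culture, compound 24 hr, 37 deg C/5% CO2; detection reagent 12 min RT; luminescence.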
aSyn rescue – inhibitors of alpha-synuclein toxicity in yeast. actives 0.14% (n = 370,000). Yeast expressing alpha-synuclein, growth rescue, BacTiter-Glo, 24 h. Potency, µM (top dose mostly 46.1 µM), inactives show at the top dose growth rescue (activation), most hits filed as activators; note: potency is the fitted concentration of half-maximal effect; % of control where 0% means no effect; nearly all actives have a fitted effect of over 65% in size
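Readout is rescue of growth in alpha-synuclein-expressing yeast, so inhibitors of toxicity appear as activators. Growth after 24 hr at 30 deg C in galactose medium is quantified by luminescence.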
* marks the source's active call; other numbers are inactive results; i = inactive; ? = inconclusive; . = no result given; & = joins results of further samples; [ ] = dose if it differs, or a comment. Unless noted, calls come from the whole dose curve; as a rule, active = well fitted curve in the direction sought with a large enough effect; inconclusive = small, poorly fitted or top-dose-only effect, or another doubt; inactive = no such curve, though single readings can be large; an effect the other way counts as inactive or inconclusive. This is a subset; count on the stated rates, not on these rows.

SMILES | HEK293 tox | Mm-Cpn inhibitor | FUS yeast rescue | Abeta yeast res | TDP43 rescue | PTHR1 agonist | pAkt inh | GLP1R inv ag | aSyn rescue
Cc1ccccc1NC(=O)CCC(=O)OCC(=O)c1ccc(-c2ccccc2)cc1 | 13% | -21% | 28% | 5% | 7% | -15%[57.5 µM] | i | 12% | 5%
Cc1ccc(Cl)cc1N1CCN(C(=O)CSc2nnc3n2C(C)(C)Cc2ccccc2-3)CC1 | -25% | -2% | 56% | -1% | ? | -32%[inhibitor] | i | 4µM* | 6%
Cc1ccc(S(=O)(=O)Nc2cccc(-n3cnnn3)c2)cc1C | -10% | 4% | -1% | 7% | -9% | i | i | 8% | 1%
CCCCSCc1cc(C(=O)O)oc1C(C)(C)C | -21% | 4% | 9% | -7% | 24% | 28% | i | -22% | -3%
COc1ccc(C2NC(=S)NC(C)=C2C(=O)Nc2ccccn2)cc1OC (stereo not given) | -4% | 0% | . | 9% | 4% | i | i | 0% | -1%
Cc1nn(-c2ccccc2)c(Cl)c1/C=C1/C(=N)N2N=C(C(C)C)SC2=NC1=O | 11% | -2% | 17% | -2% | -15% | -2% | i | -26% | -1%
CCOc1ccc(NC(=O)CSc2oc(-c3ccc(F)cc3)nc2S(=O)(=O)c2ccc(C)cc2)cc1 | -3% | . | 0% | -10% | 11% | -21% | . | 7% | .
COc1ccc(CN2C(=O)N(c3ccc(C)cc3)C(=O)C2CC(=O)Nc2ccccc2)cc1OC (stereo not given) | 7% | . | 21% | -13% | 0% | i | . | -1% | .
Clc1ccc(OCc2nn[nH]n2)cc1 | 3% | -4% | -23% | -11% | 1% | i | i | 6% | 1%
CC(=O)c1c(C)n(-c2ccc(N(C)C)cc2)c2ccc(OCC(N)=O)cc12 | ? | -2% | 8% | 8% | -12% | -8%[57.5 µM] | i | 11% | -5%
COc1ccc(C(=O)Nc2ccccc2C(=O)N2CCOCC2)cc1OC | ? | 1% | 2% | 10% | 20% | i | i | 6% | 1%
COc1ccc(CCN2C(=O)NC(NC(C)=O)(C(F)(F)F)C2=O)cc1OC (stereo not given) | -3% | -1% | -14% | 0% | -5% | i | i | -1% | -11%
COc1cc(-c2nnc(SCc3cc(=O)oc4cc(O)c(O)cc34)o2)cc(OC)c1OC | -6% | 0% | 54% | -19% | -12% | -27% | i | 0% | -9%
CC(=O)c1c(C)nc(-c2ccc3c(c2)OCO3)n1O | -7% | -1% | -13% | 4% | 0% | i | i | 10% | -11%
Nc1c(C(=O)NCCc2ccccc2)nnn1Cc1ccc(Cl)cc1 | -14% | -1% | 7% | 4% | 1% | i | i | -14% | 10%
CC1=Nn2c(nnc2C2CCCCC2)SC1 | 0% | 2% | 1% | -20% | 11% | -4% | i | 4% | 0%
COc1ccc(CCNC(=O)C2CCN(S(=O)(=O)c3ccc(-n4cnnn4)cc3)CC2)cc1OC | 7% | 0% | 23% | 13% | -8% | -10%[57.5 µM] | . | -1% | 3%
CC(C)(C)C(=O)Nc1ccccc1C(=O)Nc1ccncc1 | -12% | -1% | 9% | 8% | 3% | i | i | 3% | 2%
CCn1cc(C(=O)NCCCN2CC(C)CC(C)C2)c2cc(OC)c(OC)cc2c1=O (stereo not given) | -24% | 3% | 19% | 21% | ? | i | i | 0% | -9%
COCCNc1c(-c2ccc(O)cc2)nc2ccc(Cl)cn12 | 11% | -5% | -10% | 2% | 2% | -7%[57.5 µM] | i | 11% | -8%
COc1ccc(-n2c(COc3ccccc3)n[nH]c2=S)cc1 | -21% | 0% | -7% | 8% | 12% | -8% | i | 6% | 2%
CCOc1ccc(/C=C/C2=NNC(=O)CC2)cc1 | 7% | 1% | 16% | -18% | -15% | i | i | 33%[activator] | 13%
CC(=O)N1CCc2cc(S(=O)(=O)CCC(=O)N3CCN(c4ccccn4)CC3)ccc21 | -8% | 0% | 0% | 1% | 21% | i | i | 5% | 5%
CC(C)NC(=O)CCS(=O)(=O)c1cccc2nonc12 | -15% | 1% | -1% | 4% | 1% | -8% | i | 7% | -3%
O=C(Nc1cccc(S(=O)(=O)N2CCCCC2)c1)c1cc(=O)[nH]c2ccccc12 | -16% | 2% | . | 0% | -4% | -10% | i | 8% | -10%
CCOc1ccc2c(c1)c(=O)c(C(=O)c1ccc(CC)cc1)cn2CC(=O)Nc1cccc(Cl)c1 | 9% | . | -23% | -11% | 1% | -9% | . | 3% | .
CC(=O)Nc1cccc(-c2ccnc3c2CC(C)(C(=O)Nc2ccc4c(c2)OCO4)O3)c1 (stereo not given) | ? | . | 18% | 10% | 14% | -5% | i | ? | 7%
CN(C)c1cc(N/N=C/c2ccc(Cl)cc2)nc(N(C)C)n1 | ? | 0% | 4% | -15% | 19% | 6% | i | 2.5µM* | -5%
COC(=O)CCN(c1ccccc1)S(=O)(=O)c1cc(-c2cc(C)no2)ccc1OC | -2%&-5% | -1% | 8%&40% | 10%&-5% | 9%&23% | -11% | i | 33%&-3%[activator] | 7%
CC(=O)NC(C)c1nc2ccccc2n1Cc1ccccc1F (stereo not given) | -2% | -2% | -3% | 12% | 6% | i | i | 4% | 4%

The list goes on; it opens with the three that closed the last part.
SMILES | HEK293 tox | Mm-Cpn inhibitor | FUS yeast rescue | Abeta yeast res | TDP43 rescue | PTHR1 agonist | pAkt inh | GLP1R inv ag | aSyn rescue
CN(C)c1cc(N/N=C/c2ccc(Cl)cc2)nc(N(C)C)n1 | ? | 0% | 4% | -15% | 19% | 6% | i | 2.5µM* | -5%
COC(=O)CCN(c1ccccc1)S(=O)(=O)c1cc(-c2cc(C)no2)ccc1OC | -2%&-5% | -1% | 8%&40% | 10%&-5% | 9%&23% | -11% | i | 33%&-3%[activator] | 7%
CC(=O)NC(C)c1nc2ccccc2n1Cc1ccccc1F (stereo not given) | -2% | -2% | -3% | 12% | 6% | i | i | 4% | 4%
O=C(O)CC(NC(=O)C(c1ccccc1)c1ccccc1)c1cccc([N+](=O)[O-])c1 (stereo not given) | -1% | 2% | 0% | 9% | -4% | i | i | -1% | 1%
CC(C)c1ccc(NC(=S)NC2CCCCCC2)cc1 | ? | -2% | 21% | ? | -7%[9.22 µM] | -13% | i | ? | -3%
CN(Cc1ccc(Cl)s1)C(=O)CCl | ? | -2% | 27% | -19% | 10µM* | -84%[inhibitor] | i | ? | -20%
COC(=O)c1ccc(N2CCN(c3ccccc3)CC2)nc1 | 3% | 0% | -26% | 5% | 13% | -18% | i | 16% | 0%
CC(C)OC(=O)CSc1nnc(-c2ccc(O)cc2)n1Cc1ccccc1 | -15% | 0% | 20% | 25% | -17% | -2%[57.5 µM] | i | -29% | -14%
Cc1cccc(NC(=S)N2CCC(NC(=O)c3ccco3)CC2)c1 | -6% | -1% | -22% | -21% | -12% | -11% | i | 43%[activator] | -5%
COc1cc(NC(=O)C2CC(=O)N(Cc3ccco3)C2)cc(OC)c1 (stereo not given) | -1% | -1% | 22% | 2% | 15% | -1% | i | 15% | -4%
Cc1cccc(CCNC(=O)c2ccc3c(c2)nc2n3CCOC2)c1 | 3% | . | -2% | 0% | 18% | -11% | . | -8% | .
Cc1cc(N2CCOCC2)nc2ccc(NC(=O)CCC(=O)N3CCC(C)CC3)cc12 | 0% | -1% | 12% | 26% | 18% | i | i | 2% | 3%
Cc1cn([C@H]2C[C@H](O)[C@@H](CCC(=O)NCCc3cccs3)O2)c(=O)[nH]c1=O | 6% | . | -9% | -5% | 18% | -12% | i | 29% | -2%
O=C(O)c1ccc(CS(=O)(=O)c2ccc(Br)cc2)cc1 | 2% | 1% | -9% | -16% | 22% | -12% | i | -5% | 1%
Cc1onc(-c2c(Cl)cccc2Cl)c1C(=O)N1CCN(c2ncccn2)CC1 | 2% | 3% | 5% | -3% | 29% | i | i | 0% | 13%
O=C1CCCC2=C1C(c1ccsc1)CC(=O)N2c1nnc(SCc2ccccc2)s1 (stereo not given) | -23% | 1% | 45% | 10% | 9% | -26% | i | -19% | 3%
COc1cc2c(=O)n(Cc3ccco3)c(=O)n(CC(=O)c3ccc(Br)cc3)c2cc1OC | -8% | -1% | 3% | -1% | -2% | i | i | 8% | -4%

With a hit mark in GLP1R inv ag, among the entries above:
SMILES,Mm-Cpn inhibitor,FUS yeast rescue,PTHR1 agonist,pAkt inh,GLP1R inv ag
Cc1ccc(Cl)cc1N1CCN(C(=O)CSc2nnc3n2C(C)(C)Cc2ccccc2-3)CC1,-2%,56%,-32%[inhibitor],i,4µM*
CN(C)c1cc(N/N=C/c2ccc(Cl)cc2)nc(N(C)C)n1,0%,4%,6%,i,2.5µM*

From PubChem
